# Bioassay records (PubChem BioAssay)
# NALP3 yeast inh – blocks the NALP3 inflammasome reconstituted in yeast. 0.39% of 330,000 active. Yeast reconstituted NLRP3/ASC/caspase-1, beta-gal luminescence, 24 h. inhibition, % at 10 µM;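 active = inhibition of 50% or more; inactive = inhibition below 50%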;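 also: plate controls were induced DMSO wells for no effect and uninduced yeast grown without galactose for full effect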
# APOBEC3A inh – blocks human APOBEC3A ssDNA deamination; recombinant A3A, FAM/TAMRA ssDNA deamination fluorescence; inhibition, % at 20 µM; 0.41% of 330,000 active; AID 493011;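 active = at least 40% inhibition at 20 µM here, with at most 30% in a related deaminase screen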;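 also: plate controls were A3A with DMSO for no effect and wells lacking A3A enzyme for full effect; some results filed as inactive read as strong as hits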
# mIAP block – blocks mouse intestinal alkaline phosphatase; purified mouse IAP, CDP-Star luminescence, 30 min; inhibition, % at 10 µM; 0.2% of 330,000 active; AID 2806;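 active = inhibition of at least 40% at 10 µM in the primary screen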;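 also: plate controls were DMSO with enzyme for no effect and no enzyme wells for full effect; values of inactives mirror those of a sister screen read the other way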
# MIN6 prolif – induces beta-cell replication in MIN6 cells; MIN6 cells proliferation, ATPlite luminescence, 48 h; cells starved in 0.2% serum; 100% = growth in 10% serum; proliferation, % at 10 µM; 0.29% of 330,000 active; AID 2380;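 active = compounds whose signal lies at least 3.5 SD above the mean of all wells on their plate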;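 also: 0% = DMSO-treated cells in low-serum medium and 100% = 10% serum control; some compounds called inactive have numbers as strong as hits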
# TIM10 inh – growth inhibitors of TIM10 yeast strain; S. cerevisiae TIM10 strain growth, BacTiter-Glo luminescence, 24 h; inhibition, % at 10 µM; 1.4% of 330,000 active;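 active = inhibition of 40% or more at the single tested concentration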;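 also: wild-type TIM10 isogenic control strain grown at permissive 25 °C; 0% = DMSO yeast wells and 100% = minimal medium wells without yeast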
# mIAP activ – mouse IAP activation. activation factor at 10 µM. muIAP, CDP-Star luminescence, 30 min; stronger effect = higher value; 1 = vehicle-only enzyme signal, 0 = enzyme-free wells. 0.24% of 330,000 active. AID 2805;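 active = activation factor of at least 2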; also: the source names both 10 and 20 µM as test concentration; values of inactives mirror those of a sister screen read the other way
#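 System: mouse IAP enzyme. Reagent: CDP-Star chemiluminescent phosphatase substrate. Benchmarks: DMSO wells, no-enzyme wells. Times: 30 min enzyme-substrate-compound incubation at room temperature. Detection: luminescence from enzymatic CDP-Star hydrolysis. Doses: test compounds delivered from DMSO solution.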
# hIAP block – blocks human intestinal alkaline phosphatase; P09923; purified IAP, CDP-Star luminescence, 30 min; inhibition, % at 10 µM; 0.12% of 330,000 active; AID 2544;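 active = inhibition reaching a set limit with compound at 10 µM in the primary screen, cut at about 35% in these data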;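 also: plate controls were DMSO wells with enzyme for no effect and no-enzyme buffer wells for full effect; values of inactives mirror those of a sister screen read the other way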
# Target sequence (P09923 whole entry, looked up): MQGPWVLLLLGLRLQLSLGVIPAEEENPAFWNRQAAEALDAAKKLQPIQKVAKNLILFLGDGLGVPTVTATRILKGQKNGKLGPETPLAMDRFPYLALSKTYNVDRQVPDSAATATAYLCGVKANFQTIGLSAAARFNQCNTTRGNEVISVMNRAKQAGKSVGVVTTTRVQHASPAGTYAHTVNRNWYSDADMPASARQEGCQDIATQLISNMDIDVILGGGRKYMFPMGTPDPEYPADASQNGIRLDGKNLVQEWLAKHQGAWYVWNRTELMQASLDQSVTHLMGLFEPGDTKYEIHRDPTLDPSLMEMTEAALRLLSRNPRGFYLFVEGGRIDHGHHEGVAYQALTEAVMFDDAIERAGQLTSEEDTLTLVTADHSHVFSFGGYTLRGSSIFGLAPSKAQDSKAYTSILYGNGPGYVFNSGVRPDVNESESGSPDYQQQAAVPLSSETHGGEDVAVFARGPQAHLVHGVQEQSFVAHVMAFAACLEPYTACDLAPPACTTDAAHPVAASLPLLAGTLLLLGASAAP
# tim10-1 inh – tim10-1 yeast growth inhibition; S. cerevisiae tim10-1 ts strain growth, BacTiter-Glo, 24 h; inhibition, % at 20 µM; 2.2% of 330,000 active; AID 463190;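 active = inhibition of at least 40%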;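 also: mutant grown at 25 °C; 0% = DMSO wells with yeast and 100% = wells holding no yeast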
# A3G deaminase – blocks human APOBEC3G single-stranded DNA deamination. AID 493012. Q9HC16. 0.28% of 330,000 active. inhibition, % at 20 µM. recombinant A3G, ssDNA deamination FAM/TAMRA fluorescence;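 active = inhibition of at least 40% at 20 µM, with no more than 30% in the related APOBEC3A deaminase screen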;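 also: plate controls were DMSO wells with A3G for no effect and wells lacking A3G enzyme for full effect; some compounds called inactive have numbers as strong as hits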
# Target sequence (Q9HC16 whole entry, looked up): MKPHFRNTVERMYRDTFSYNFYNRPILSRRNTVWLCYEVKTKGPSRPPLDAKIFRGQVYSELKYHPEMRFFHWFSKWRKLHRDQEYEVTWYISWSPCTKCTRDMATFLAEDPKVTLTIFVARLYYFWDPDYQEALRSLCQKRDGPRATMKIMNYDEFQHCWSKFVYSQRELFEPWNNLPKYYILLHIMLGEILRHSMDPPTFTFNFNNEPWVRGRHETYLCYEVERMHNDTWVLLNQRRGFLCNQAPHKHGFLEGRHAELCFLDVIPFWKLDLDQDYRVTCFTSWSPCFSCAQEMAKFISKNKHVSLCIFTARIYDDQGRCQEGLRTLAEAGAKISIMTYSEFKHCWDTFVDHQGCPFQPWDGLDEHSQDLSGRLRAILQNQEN
# An asterisk follows results filed as active; x = no result given.
SMILES,NALP3 yeast inh,APOBEC3A inh,mIAP block,MIN6 prolif,TIM10 inh,mIAP activ,hIAP block,tim10-1 inh,A3G deaminase
O=C(CCS(=O)(=O)c1ccc(Br)cc1)N1CCN(c2ccc(F)cc2)CC1,29,4,4,6,-11,0.96,18,6,-1
COc1ccc(NC(=O)C2CCC(C(C)(C)C)CC2)cc1S(=O)(=O)N1CCOCC1 (stereo not drawn),26,14,-19,1,5,1.2,11,6,-4
O=C(c1cc(COc2ccc(F)cc2Cl)on1)N1C[C@H]2CC[C@H]1C2,25,-3,4,-3,-1,0.96,2,19,-12
Cc1ccc(NC(=O)c2ccc(N/N=C/c3cccc(O)c3)c([N+](=O)[O-])c2)cc1,27,0,4,-5,-7,0.96,9,-8,-4
CCn1c(SCC(=O)N/N=C(\C)c2ccco2)nnc1-c1ccccc1,-13,-4,2,2,7,0.98,3,3,-5
Cc1cc(C)cc(-c2nnc(SCC(=O)c3ccc4c(c3)OCCO4)o2)c1,21,-4,17,1,-1,0.83,7,-7,-7
COc1ccc(Cl)cc1NC(=O)C1(c2cccs2)CCOCC1,10,4,1,0,8,0.99,-12,13,-1
CC1(C)CC(=O)C/C(=N/NC(=O)CCCOc2ccc(Cl)cc2Cl)C1,22,-11,-18,0,10,1.2,-29,6,-7
Clc1ccc(OCc2nc(-c3ccc(Br)o3)no2)cc1,28,-4,4,-3,-10,0.95,6,4,-9
Cc1c(CC(=O)Nc2ccc(Cl)cc2)sc2ccc(Cl)cc12,20,-1,-14,-2,-13,1.1,12,-12,-1
CCc1cccc2c(C(=O)COC(=O)c3nccnc3N)c[nH]c12,19,25,5,-6,16,0.95,4,15,-3
c1ccc(CN2CCC(Nc3nc(-c4ccccc4)nc4ccccc34)CC2)cc1,34,-5,3,-4,32,0.97,21,-10,-7
Cn1cc(C(=O)N/N=C/C(Br)=C\c2ccccc2)ccc1=O,13,-3,1,-4,18,0.99,7,10,-2
O=C(O)c1ccccc1Cc1nc2cc(Cl)ccc2c(=O)[nH]1,9,0,2,-3,-15,0.98,-13,8,-2
COc1cc(Br)cc(/C=N/c2ncn[nH]2)c1O,-4,1,10,-3,49*,0.9,23,32,-3
Nc1nc2n(c1C(=O)c1ccccc1)CCC2,-11,-2,2,-2,-1,0.98,7,5,-5
CC(C)c1cc(C(=O)N/N=C/C(Br)=C/c2ccccc2)n[nH]1,15,-4,9,-7,-18,0.91,-80,38,-8
CC(C)Cn1nc(C(=O)Nc2cccc(C(=O)NC3CC3)c2)c2ccccc2c1=O,-2,-2,3,3,12,0.97,-7,19,-10
O=C(COC(=O)c1ccccn1)NCc1ccccc1,9,1,7,-3,2,0.93,20,-5,1
O=C(c1ccc(Oc2cc(Cl)cc(Cl)c2)o1)N1CCCCC1,4,1,-7,-2,8,1.1,4,-4,-4
O=C(CNC(=O)c1ccccc1Br)N/N=C/c1ccco1,18,-5,-2,-4,-16,1,6,2,-9
O=C(COC(=O)c1cc2ccccc2oc1=O)Nc1cccc(Br)c1,17,-6,-1,1,-3,1,-10,16,-13
Cc1nc(-c2ccccc2)sc1C1(C)CC(c2cccc([N+](=O)[O-])c2)=NO1 (stereo not drawn),22,2,17,-2,-5,0.83,-22,5,16
CCNC(=O)NC(=O)CSc1ccc(S(=O)(=O)N(C)C2CCCCC2)cn1,12,-6,0,-4,7,1,8,17,-9
CCCOc1ccc(C2CC(=O)NC2=O)cc1 (stereo not drawn),0,-2,2,-3,-2,0.98,2,5,-6

# Additional entries:
SMILES,NALP3 yeast inh,APOBEC3A inh,mIAP block,MIN6 prolif,TIM10 inh,mIAP activ,hIAP block,tim10-1 inh,A3G deaminase
COc1ccccc1/C=C/C(=O)OCC(=O)N1CCN(S(=O)(=O)c2ccc(C)cc2C)CC1,12,0,8,-3,9,0.92,-15,22,-9
Cc1ccc(CNC(=O)c2ccc(N3CCCC3=O)cc2)cc1,11,2,1,4,-3,0.99,12,-1,0
CCOc1ccccc1CN1CCC(Oc2cccc(C(=O)NCCOC)c2)CC1,23,-1,3,-2,-5,0.97,-4,5,-7
COc1cccc(-n2c(C)nn(C)c2=O)c1,3,2,-4,-4,14,1,1,5,-1
O=C1CC(c2ccccc2)CC(O)=C1C=Nc1ccccc1 (stereo not drawn),26,1,-14,-1,-9,1.1,-1,24,-1
CCOC(=O)c1cc(-c2ccccc2)sc1NC(=O)CC(C)C,-1,-1,2,-5,12,0.98,3,15,-9
COCC(=O)N[C@@H]1c2cc(OC)c(OC)cc2C[C@H]1OCc1ccccc1,x,-1,-4,x,-12,1,x,16,1
O=C1CN(C(=O)COC(=O)COc2ccc3c(c2)CCC3)c2ccccc2N1,4,1,5,2,-4,0.95,7,8,-2
Cc1ccc(C(=O)COC(=O)c2ccccc2N2C(=O)C3C4CCC(C4)C3C2=O)cc1C (stereo not drawn),6,-2,5,3,-1,0.95,14,2,-2
Cc1cnc(C(=O)N2CCN(S(=O)(=O)c3ccc4ccccc4c3)CC2)cn1,-8,0,0,0,15,1,27,33,-8
COc1ccc(Br)c(C(=O)NC2CCCC2)c1,0,3,-1,-1,1,1,-10,0,-3
COc1ccccc1NC1=NCC(=O)N1Cc1ccccc1,-6,-5,5,-2,13,0.95,6,9,-8
O=C(CNC(=O)c1ccccc1F)OC(C(=O)Nc1cc(C(F)(F)F)ccc1Cl)c1ccccc1 (stereo not drawn),-17,-1,-8,-3,9,1.1,-26,43*,-7
CC(=O)Nc1ccc(NC(=O)/C=C/c2ccc3c(c2)OCO3)cc1,-3,-2,-3,2,13,1,0,-19,-4
Cc1cc(NC(=O)c2cc3ncc(Br)cn3n2)no1,18,4,-2,-3,4,1,-3,-15,-8
COc1ccc(OC)c(-c2csc(NC(=O)CSCC(=O)Nc3cc(C)on3)n2)c1,7,-2,-13,9,3,1.1,-3,-13,-7
Cc1ccc(NC(=O)Nc2ccno2)cc1,2,-4,-18,-2,-3,1.2,-10,4,-10
O=C(NNc1cccc(Cl)n1)Nc1cccc(Cl)c1,8,-6,-19,-3,32,1.2,-17,21,-7
CC(=O)c1ccccc1C(=O)N1CCCC(N2CCN(Cc3ccc4c(c3)OCO4)CC2)C1 (stereo not drawn),10,-1,4,-2,-14,0.96,-1,-17,-6
COCCNc1nc(-c2ccc(OC)cc2)c(-c2ccc(OC)cc2)s1,23,-3,-1,-5,26,1,13,27,-5
Cc1cc(C(=O)N/N=C/c2ccc(-c3cccc(Br)c3)o2)n[nH]1,15,0,3,-3,-16,0.97,-20,-9,-6
CCOC(=O)Cc1csc(NC(=O)Nc2ccc(Cl)cc2)n1,5,-6,-36,-2,2,1.4,1,10,-4
CCCC(c1nnnn1Cc1cccs1)N1CCN(c2ccc(OC)cc2)CC1 (stereo not drawn),-39,-1,-2,0,31,1,-2,43*,-2
Cc1ccc(C)c(OCCC(=O)N2CCN(S(=O)(=O)c3ccc([N+](=O)[O-])cc3)CC2)c1,7,-7,4,-1,53*,0.96,7,7,-8
CCc1c(C)nc(N2CCN(c3ccccc3)CC2)[nH]c1=O,12,-7,-13,0,4,1.1,-3,3,-4

# Next part
SMILES,NALP3 yeast inh,APOBEC3A inh,mIAP block,MIN6 prolif,TIM10 inh,mIAP activ,hIAP block,tim10-1 inh,A3G deaminase
CC1CCCCC1NC(=O)C1CCCN(S(=O)(=O)c2ccc(-n3cnnn3)cc2)C1 (stereo not drawn),3,-6,2,-3,8,0.98,11,-12,-11
CCCN1C(=O)/C(=C2\SC(=S)N(c3c(C)n(C)n(-c4ccccc4)c3=O)C2=O)c2ccccc21,19,-1,10,-2,15,0.9,17,13,-7
C=CCOc1ccc(C2C3=C(CCCC3=O)N(CC(=O)O)C3=C2C(=O)CCC3)cc1OCC,4,4,4,-1,-1,0.96,-22,-4,-4
COc1ccc(C2C(C(C)=O)=C(O)C(=O)N2Cc2cccnc2)cc1 (stereo not drawn),5,-6,-4,1,15,1,-96,18,-8
CC(=O)N1N=C(c2ccc(Cl)cc2)OC1(C)C,71*,8,0,1,7,1,8,0,0
O=C(Cc1cccc(F)c1)Nc1ccc2c(c1)CCC2,40,-3,-8,-3,9,1.1,-5,-24,-9
CCOC(=O)c1ccc(NC(=O)NCc2ccc(OC)cc2)cc1,11,2,-119,-2,0,2.2*,2,-15,2
COc1ccc(/C=C2/CCc3ccccc3C2=O)cc1CN1CCOCC1,30,0,5,-4,26,0.95,-1,13,-2
CC(C)CN(C(=O)COc1ccc(-c2nnco2)cc1)C1CCS(=O)(=O)C1 (stereo not drawn),11,3,13,8,6,0.87,-16,-9,-8
CC(=O)Cn1c(=O)oc2ccccc21,6,2,4,-4,-20,0.96,0,-1,3

# Part of the list above in order of number of heavy atoms, falling:
SMILES,NALP3 yeast inh,APOBEC3A inh,mIAP block,MIN6 prolif,TIM10 inh,mIAP activ,hIAP block,tim10-1 inh,A3G deaminase
CCCN1C(=O)/C(=C2\SC(=S)N(c3c(C)n(C)n(-c4ccccc4)c3=O)C2=O)c2ccccc21,19,-1,10,-2,15,0.9,17,13,-7
CC(=O)c1ccccc1C(=O)N1CCCC(N2CCN(Cc3ccc4c(c3)OCO4)CC2)C1 (stereo not drawn),10,-1,4,-2,-14,0.96,-1,-17,-6
Cc1ccc(C)c(OCCC(=O)N2CCN(S(=O)(=O)c3ccc([N+](=O)[O-])cc3)CC2)c1,7,-7,4,-1,53*,0.96,7,7,-8
COc1ccc(NC(=O)C2CCC(C(C)(C)C)CC2)cc1S(=O)(=O)N1CCOCC1 (stereo not drawn),26,14,-19,1,5,1.2,11,6,-4
Cc1ccc(NC(=O)c2ccc(N/N=C/c3cccc(O)c3)c([N+](=O)[O-])c2)cc1,27,0,4,-5,-7,0.96,9,-8,-4
O=C1CN(C(=O)COC(=O)COc2ccc3c(c2)CCC3)c2ccccc2N1,4,1,5,2,-4,0.95,7,8,-2
CCNC(=O)NC(=O)CSc1ccc(S(=O)(=O)N(C)C2CCCCC2)cn1,12,-6,0,-4,7,1,8,17,-9
COCCNc1nc(-c2ccc(OC)cc2)c(-c2ccc(OC)cc2)s1,23,-3,-1,-5,26,1,13,27,-5
O=C(c1cc(COc2ccc(F)cc2Cl)on1)N1C[C@H]2CC[C@H]1C2,25,-3,4,-3,-1,0.96,2,19,-12
CCOC(=O)c1cc(-c2ccccc2)sc1NC(=O)CC(C)C,-1,-1,2,-5,12,0.98,3,15,-9
COc1ccccc1NC1=NCC(=O)N1Cc1ccccc1,-6,-5,5,-2,13,0.95,6,9,-8
O=C(COC(=O)c1ccccn1)NCc1ccccc1,9,1,7,-3,2,0.93,20,-5,1
O=C(NNc1cccc(Cl)n1)Nc1cccc(Cl)c1,8,-6,-19,-3,32,1.2,-17,21,-7
Nc1nc2n(c1C(=O)c1ccccc1)CCC2,-11,-2,2,-2,-1,0.98,7,5,-5
